Bioassay records (PubChem)
D1 potentiator: human D1 dopamine receptor positive modulation; P21728; HEK293 TREx D1 cells, calcium flux, dopamine EC20 potentiation; 0.036% of 360,000 active; potentiation, % at 10 µM; in the data active = potentiation above about 30%; note: 0% is about no effect
Target sequence (P21728 whole entry, looked up): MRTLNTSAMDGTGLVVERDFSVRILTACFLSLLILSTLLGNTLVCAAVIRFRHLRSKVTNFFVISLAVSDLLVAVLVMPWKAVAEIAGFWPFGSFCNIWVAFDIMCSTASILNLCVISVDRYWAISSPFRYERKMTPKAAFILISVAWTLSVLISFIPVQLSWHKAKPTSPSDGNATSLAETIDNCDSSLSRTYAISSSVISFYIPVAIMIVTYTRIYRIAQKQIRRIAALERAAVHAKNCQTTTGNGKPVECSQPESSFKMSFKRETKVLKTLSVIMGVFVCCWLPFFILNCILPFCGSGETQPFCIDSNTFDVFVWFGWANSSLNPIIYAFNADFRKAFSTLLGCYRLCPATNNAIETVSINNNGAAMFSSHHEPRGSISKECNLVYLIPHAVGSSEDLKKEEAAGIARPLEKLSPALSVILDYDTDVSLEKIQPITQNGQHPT
TRHR enhancer: TRH receptor (human) allosteric enhancement | P34981 | TRHR cells, fluo-8 calcium fluorescence, EC20 TRH enhancement | 0.66% of 360,000 active | AID 493056 | enhancement, % at 2 µM; in the data active = enhancement above about 30%; note: 0% is about no effect
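Enhancer read-out: after compound pinning and an initial kinetic agonist-mode read, an EC20 of TRH (10 nM final) was injected and fluo-8 calcium signal (Ex 480/Em 530) followed at 1 s/cycle for 100 cycles in TRHR-expressing cells.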
D2 PAM: positively modulates the human D2 dopamine receptor allosterically | HEK293 T-REx D2, calcium flux, EC20 dopamine potentiation | potentiation, % at 10 µM | 0.34% of 340,000 active | AID 485347;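 active = potentiation over 3 SD above the plate norm, cut at about 30% in these data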; note: 0% is about no effect
Target sequence (P14416 whole entry, looked up): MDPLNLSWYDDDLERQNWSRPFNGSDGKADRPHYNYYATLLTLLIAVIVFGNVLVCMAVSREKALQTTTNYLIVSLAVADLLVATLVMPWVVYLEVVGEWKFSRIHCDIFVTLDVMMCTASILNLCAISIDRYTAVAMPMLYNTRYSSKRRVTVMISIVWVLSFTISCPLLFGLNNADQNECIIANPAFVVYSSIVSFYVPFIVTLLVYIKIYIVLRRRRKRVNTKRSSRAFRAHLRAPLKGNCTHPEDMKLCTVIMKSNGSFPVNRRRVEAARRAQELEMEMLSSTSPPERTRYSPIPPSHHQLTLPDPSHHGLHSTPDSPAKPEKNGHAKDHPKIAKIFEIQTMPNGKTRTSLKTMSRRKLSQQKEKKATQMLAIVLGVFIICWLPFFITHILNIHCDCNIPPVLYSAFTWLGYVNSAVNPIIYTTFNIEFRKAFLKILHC
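Calcium flux readout, no-wash dye, 1 read/s. Inducible HEK293 Trex D2 line, overnight 30 C. Compound alone 180 s (agonist flags), then EC20 dopamine, another 180 s to score potentiation.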
D1 ag: agonists of human D1 dopamine receptor; P21728; HEK293 T-REx D1 cells, calcium flux, agonist mode; activation, % at 2 µM; 1% of 360,000 active; AID 504660; note: 0% is about no effect
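Agonism was scored from calcium flux recorded over 180 s (1 read/s) after pintool compound addition, following a 10-cycle baseline. Cells were inducible force-coupled HEK293 TREx D1, plated overnight at 30 C and loaded with no-wash calcium dye.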
TRHR ag: activates the human TRH receptor. P34981. TRHR cells, calcium flux fluo-8, FDSS agonist mode. activation, % at 2 µM. 0.18% of 360,000 active. AID 493084; note: 0% is about no effect
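TRHR-expressing cells loaded with fluo-8 calcium dye; 23 nL library compound pin-transferred, kinetic FDSS fluorescence (Ex 480/Em 530) recorded about 180 s for agonist-induced calcium release, before a 10 nM TRH EC20 addition for potentiator mode.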
RXFP1 antagonist: blocks the human relaxin receptor RXFP1. Q9HBX9. HEK293-RXFP1, relaxin-stimulated cAMP HTRF, 30 min; stronger effect = lower value. activity change, negative = inhibition, % at 57.5 µM. 0.59% of 350,000 active. AID 1259400;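 active = activity change of -60% or lower, but not beyond a set lower limit; inconclusive = change between -60% and -40%, or beyond the set limit; inactive = change above -40%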; note: % is set by controls: 0 for no effect and ±100 for the full control effect
D2 antagonist: D2 dopamine receptor (human) antagonism | P14416 | HEK293 TREx D2 cells, calcium flux, dopamine EC80 | inhibition, % at 10 µM | 2% of 340,000 active; in the data active = inhibition above about 30%; note: 0% is about no effect
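Calcium flux kinetic readout in an inducible HEK293 TREx D2 line plated overnight at 30 C. After 180 s compound exposure, an EC80 dopamine challenge follows with another 180 s kinetic read to detect antagonism.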
D2 ag: activates the human D2 dopamine receptor; P14416; HEK293 T-REx D2 cells, calcium flux agonist mode; activation, % at 2 µM; 0.53% of 340,000 active; AID 485358;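 active = activation over 3 SD above normal in the single-dose calcium agonist read, cut at about 30% in these data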; note: 0% is about no effect
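HEK293 Trex D2 cells, tetracycline-induced, o/n 30 C 5% CO2; no-wash Ca dye, RT 30–90 min; 10-cycle baseline, 23 nl cpd added, kinetic Ca read 180 s; agonist hits = positive Ca response.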
D1 antag: human D1 dopamine receptor antagonism. HEK293 TREx D1 cells, calcium flux, dopamine EC80; stronger effect = lower value. P21728. activity change, negative = inhibition, % at 10 µM. 3.2% of 360,000 active. AID 504652; in the data active = activity change below about -30%; note: % is set by controls: 0 for no effect and ±100 for the full control effect
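Inducible Hek293 Trex D1 cells (tetracycline, overnight, 30 C). Calcium dye 30–90 min RT. Antagonist mode: EC80 dopamine added after 180 s compound read.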
An asterisk follows results filed as active; ? = inconclusive; · = no result given. Cut-off read from the data, not from the text of the source, unless noted: active = activation above about 30%; inactive = the rest.

Structure,D1 potentiator,TRHR enhancer,D2 PAM,D1 ag,TRHR ag,RXFP1 antagonist,D2 antagonist,D2 ag,D1 antag
CSc1ncc(C(=O)O)c(C)n1,0,2,-3,2,0.4,·,-4,0.9,3
S=C(NCC1CCCO1)n1nnc2ccccc21 (stereo not drawn),-1,16,24,2,-0.6,0,-4,-0.7,3
CC(=O)c1cccc(NC(=O)c2nc(-c3ccccc3)oc2C)c1,0,4,·,0,-0.5,-20,-8,-0.4,4
Cc1ccc(Cn2ccnc2SCC(=O)Nc2ccccc2C(F)(F)F)cc1,-7,1,0,6,-0.2,-2,·,-1.3,2
COc1ccc2nc(SCC(=O)NCc3ccccc3)[nH]c2c1,-5,-1,7,2,-0.4,13,-6,-0.5,2
CC(C)c1ccc(C(=O)CC2(O)C(=O)N(CCc3ccccc3)c3ccc(Cl)cc32)cc1 (stereo not drawn),4,3,6,7,2.7,·,·,6.9,11
Cc1ccc(S(=O)(=O)NCC(=O)N(CC(=O)NCC2CCCO2)c2cccc(F)c2)cc1 (stereo not drawn),1,-1,6,2,-0.2,6,-3,0.2,-2
COc1ccccc1CNS(=O)(=O)c1ccc(F)c(C(=O)Nc2cc(Cl)ccc2OC)c1,-1,1,20,0,0.4,2,·,-1.0,-3
O=C(Nc1cccc(Cl)c1)Nn1cnnc1,0,8,-4,3,1.1,1,-11,1.0,2
O=C(CNC(=O)C12CC3CC(CC(C3)C1)C2)N/N=C\c1ccco1,6,0,-6,0,-0.3,-7,1,0.1,13
O=C(CN1C(=O)S/C(=C\c2cc(Cl)c(O)c(Cl)c2)C1=O)Nc1ccccc1,-2,4,2,48*,14,-27,6,2.3,12
Clc1ccc(-c2nc3cnccn3c2Nc2ccc3c(c2)OCO3)cc1,2,-3,-1,-2,-0.5,-28,2,0.0,-2
Cc1c(Cl)cccc1Nc1nc(N)nc(CSC(=S)N2CCOCC2)n1,-4,7,17,8,0.6,-4,11,0.2,-19
CC(Oc1cccc(Cl)c1)C(=O)Nc1nc(-c2ccccn2)cs1 (stereo not drawn),-6,11,-2,5,0.5,-27,-6,0.4,-35*
CC(Nc1oc(-c2ccco2)nc1C#N)c1ccccc1 (stereo not drawn),-13,-1,-1,0,-0.4,16,-7,-1.6,29
CCN(CC)C1CCCCC1NS(=O)(=O)c1ccc(Cl)cc1 (stereo not drawn),1,5,7,1,1.0,·,-23,0.3,16
CC(C)OCCCNC(=S)NNC(=O)c1ccc(Cl)c(Cl)c1,-5,2,15,4,-0.5,-2,-24,0.4,0
O=C(Nc1cccnc1)c1cc(-c2ccc(F)cc2)on1,-5,-13,-14,6,-0.1,4,14,0.1,4
O=C(CSc1ccc(Br)cc1)N1CCOCC1,1,-1,1,2,-0.4,7,6,0.4,10
COC(=O)CCC(=O)OC1(C)C(=O)C=C2C=C(C3CC3)N(c3cccc(C#N)c3)C=C2C1=O (stereo not drawn),-1,-5,-1,4,0.5,·,-18,0.6,14
O=C(/C=C/c1ccccc1[N+](=O)[O-])N1CCN(c2ccccc2F)CC1,-13,0,-6,1,-0.5,4,8,0.4,-68*
C=CCN1C(=O)c2ccc(C(=O)N(C)CC(=O)Nc3ccccc3Cl)cc2C1=O,-1,5,4,1,0.0,-5,-35,0.2,-1
O=C(OCc1ccc(Cl)cc1Cl)c1cccnc1Cl,-1,-5,28,10,-0.7,-6,6,0.2,-26
O=c1[nH]ncc(N2CCN(C(c3ccccc3)c3ccccc3)CC2)c1Cl,4,4,-1,10,-0.5,?,-3,0.0,8
Cc1cc(C)cc(C(=O)N2CCC(C(N)=O)CC2)c1,-5,3,7,4,0.1,-6,-22,-2.3,-16
O=C(c1c[nH]c(C(=O)C(Cl)(Cl)Cl)c1)c1c(F)cccc1F,-9,-3,-1,4,0.2,-5,6,1.5,8
Cc1ccc2nc(CNC(=O)c3ccccc3)[nH]c2c1,-3,1,-6,1,-0.8,2,·,-0.4,2
CCOC(=O)c1cnn2c(C)cc(-c3ccccc3)nc12,9,2,5,1,-1.0,-2,13,-2.1,5
CCOC(=O)N1CCC(Nc2c(NCCN3CCN(Cc4ccccc4)CC3)c(=O)c2=O)CC1,1,-1,-15,1,0.1,-2,23,0.3,-4
O=S(=O)(Nc1cccc(-c2cn3cccnc3n2)c1)c1ccc(Cl)cc1,-1,4,-3,1,0.1,·,-14,-0.6,-14
COc1ccccc1/C=C/C=N/NC(=O)CCn1nnc2ccccc21,0,-2,-17,1,-1.6,-7,-4,-0.5,-3
CCOc1cc(CNC(=O)c2ccc3c(c2)NC(=O)C2CCCCN32)cc(OCC)c1OCC (stereo not drawn),3,1,13,0,-0.3,-23,·,·,-17
O=C(c1ccnc(Cl)c1)N1CCCC(N2CCN(c3ccccc3F)CC2)C1 (stereo not drawn),-8,-5,-6,4,-0.1,5,25,24,-13
CN(Cc1ccccc1)c1nc(N)c([N+](=O)[O-])c(NCc2ccccc2)n1,-8,1,-2,11,0.4,-19,3,1.8,-9
CCCC(C)NC(=S)NC(=O)c1cc(S(=O)(=O)N2CCOCC2)ccc1C (stereo not drawn),6,3,-1,3,0.4,-6,-14,0.6,3
COc1ccc(CC(=O)Nc2ccc(F)c(Cl)c2)cc1S(=O)(=O)N1CCOCC1,-6,1,6,13,1.2,7,13,0.4,-35*
Cc1ccc2c(Cl)c(C(=O)NCCc3ccccc3)sc2c1,0,9,10,18,1.9,13,-8,0.9,-18
CN(C)c1ccc(/C=N/NC2=NS(=O)(=O)c3ccccc32)cc1,-1,-8,-4,3,-0.6,1,-23,0.9,-3
COc1ccccc1C(=O)n1nc(-c2ccco2)nc1SC,-11,-3,-2,2,-0.3,-10,1,-0.1,-34*
CC(=O)Nc1ccc(C(=O)NCC(=O)OCc2ccccc2F)cc1,1,-2,1,3,0.9,·,9,5.5,-15
COc1ccc(C(O)(CCc2ccccc2)CCN2CCCCC2)cc1 (stereo not drawn),-4,6,·,20,3.6,2,23,-0.2,6
Cc1ccc(S(=O)(=O)N2CCN(C(=O)CN3CCOCC3)C2c2ccccc2)cc1 (stereo not drawn),-3,-2,7,0,0.8,-3,-29,0.6,0
Cc1ccc(Cn2c(O)c(N=O)c3ccccc32)cc1,1,-6,-6,0,0.0,-3,25,-0.8,-3
O=C(c1cccs1)c1coc2ccc(O)cc12,-2,8,12,7,-0.2,-3,3,-2.5,0
CC(C)c1ccc(NC(=O)CSc2nc3ccsc3c(=O)n2Cc2ccc(C(=O)O)cc2)cc1,-5,3,1,1,0.2,4,1,0.3,-1

Copied from the listing, 6 compounds:
Structure,D1 potentiator,TRHR enhancer,D2 PAM,D1 ag,TRHR ag,RXFP1 antagonist,D2 antagonist,D2 ag,D1 antag
COc1ccccc1C(=O)n1nc(-c2ccco2)nc1SC,-11,-3,-2,2,-0.3,-10,1,-0.1,-34*
CC(=O)Nc1ccc(C(=O)NCC(=O)OCc2ccccc2F)cc1,1,-2,1,3,0.9,·,9,5.5,-15
COc1ccc(C(O)(CCc2ccccc2)CCN2CCCCC2)cc1 (stereo not drawn),-4,6,·,20,3.6,2,23,-0.2,6
Cc1ccc(S(=O)(=O)N2CCN(C(=O)CN3CCOCC3)C2c2ccccc2)cc1 (stereo not drawn),-3,-2,7,0,0.8,-3,-29,0.6,0
Cc1ccc(Cn2c(O)c(N=O)c3ccccc32)cc1,1,-6,-6,0,0.0,-3,25,-0.8,-3
O=C(c1cccs1)c1coc2ccc(O)cc12,-2,8,12,7,-0.2,-3,3,-2.5,0

The list continues.
Structure,D1 potentiator,TRHR enhancer,D2 PAM,D1 ag,TRHR ag,RXFP1 antagonist,D2 antagonist,D2 ag,D1 antag
COc1ccc(Cn2nnnc2C(c2cccs2)N2CCN(c3ccc([N+](=O)[O-])cc3)CC2)cc1 (stereo not drawn),-4,-3,-5,5,0.2,-12,-21,-1.7,1
COc1cccc(/C=N/NC(=O)C(C)n2nnc3ccccc32)c1 (stereo not drawn),-1,-8,-6,1,-0.2,-16,6,-0.9,-8
Clc1cccc(Cl)c1CSc1nnc(CN2CCOCC2)n1-c1ccccc1,13,-4,2,1,-0.2,1,-30,-1.0,3
Cc1nc(-c2cccc(Cl)c2)n[nH]1,2,3,·,1,-0.2,8,·,·,-7
O=C(Cc1nnc(CNC(=O)c2ccccc2)s1)Nc1ccc(C(F)(F)F)cc1Cl,-1,-4,·,0,-0.2,·,·,·,4
Oc1[nH]c2ccccc2c1/C=N/N1CCCCC1,-3,-4,2,0,0.7,3,13,1.3,3
COc1ccc(OC)c(NC(=O)CC(Cc2ccccc2OC)C(=O)O)c1 (stereo not drawn),-3,-5,-7,2,0.8,-7,27,-0.1,-13
CCc1ccc(NC(=O)Cn2cnc([N+](=O)[O-])c2)cc1,-2,-5,2,1,-0.1,·,-5,0.8,12
COc1ccc(OC)c(NC(=S)NCc2cccnc2)c1,-3,1,4,4,0.6,7,2,1.1,-7
COc1ccccc1N1CCN(C(=O)CSc2nc3ncnc(N)c3[nH]2)CC1,-2,-1,-11,3,0.4,-4,-15,-0.2,-5
COc1ccc(-n2cnnc2SCc2ncc(-c3ccccc3)o2)cc1,2,4,13,7,0.0,-8,4,1.3,1
CC(C)c1ncc(C(O)c2cccc3ccccc23)n1C (stereo not drawn),-2,-6,0,6,0.6,-4,-5,0.3,2
COC(=O)c1c(NC(NC(=O)C(C)C)C(Cl)(Cl)Cl)sc2c1CCC2 (stereo not drawn),6,1,-6,2,-0.3,-60*,5,15,6
CN(C)CCCNC(=O)C(=O)NCC1CCCO1 (stereo not drawn),2,0,9,5,0.3,-4,3,1.0,20
O=C(O)CCc1nn2c3ccccc3n(Cc3ccccc3F)c2nc1=O,-1,0,-4,1,0.5,1,-5,0.3,2
COCCNC(=S)N/N=C/c1ccc(OCc2ccc(C(=O)OC)cc2)cc1,2,-1,4,8,0.8,2,6,1.3,3
COc1ccc(C(=O)NCC(=O)OCC(=O)Nc2cc([N+](=O)[O-])ccc2F)cc1,-1,4,·,0,0.2,6,0,-0.7,-7
COc1ccccc1-n1nnnc1SCC(=O)N1CCCC1=O,-9,8,·,4,0.6,-6,·,·,-21
Cc1ccc(C(=O)NCCc2c[nH]c3ccccc23)c(C)c1,-7,-12,-26,1,-0.1,-25,74*,-0.3,6
COc1ccccc1NC(=O)CSc1nc2c(oc3ccccc32)c(=O)n1-c1ccc(C)cc1,-4,1,12,6,0.7,·,·,0.4,-39*
Nc1ccccc1SCC1CSc2nc3ccccc3c(=O)n21 (stereo not drawn),4,3,1,2,-0.1,-2,-12,0.1,-2
